Screening data (PubChem BioAssay)
mHTT CaM bind = mutant huntingtin-calmodulin interaction inhibitors – biochemical, AlphaScreen, primary screen | P42858 | AlphaScreen His-mHTT/GST-CaM binding, luminescence | inhibition, % at 15 µM | hit rate 3.6% among 190,000 | AID 1671202, 2021;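 further: 0% = both proteins with DMSO and 100% = one protein alone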
Pf apPOL inh = Pf-apPOL inhibitors, biochemical, fluorescence; hit rate 0.25% among 210,000; Recombinant Pf-apPOL, molecular beacon fluorescence, 1.5 h; inhibition, % at 10 µM; Plasmodium falciparum apicoplast DNA polymerase (apPOL)
Starred values were filed as active, the others as inactive; & = joins results of further samples. No stated cut-off is given here; in the data, active means inhibition above about 50%; inactive means the rest.

Sample of the layout:
For COc1ccc(C2CC(c3ccc(Cl)cc3)=NN2C(=O)c2cccc([N+](=O)[O-])c2)cc1 (stereo not drawn) the results were mHTT CaM bind 34 and Pf apPOL inh -5.
`CCN(CC)c1ccc2cc(C(N)=O)c(=Nc3ccccc3F)oc2c1` gave mHTT CaM bind 42 and Pf apPOL inh -4.
For CCOc1ccc(CC(=O)Nc2cccc(Cl)c2C)cc1OCC the results were mHTT CaM bind 3 and Pf apPOL inh -3.

The whole of this part, from the start:
For COc1ccc(C2CC(c3ccc(Cl)cc3)=NN2C(=O)c2cccc([N+](=O)[O-])c2)cc1 (stereo not drawn) the results were mHTT CaM bind 34 and Pf apPOL inh -5.
`CCN(CC)c1ccc2cc(C(N)=O)c(=Nc3ccccc3F)oc2c1` gave mHTT CaM bind 42 and Pf apPOL inh -4.
For CCOc1ccc(CC(=O)Nc2cccc(Cl)c2C)cc1OCC the results were mHTT CaM bind 3 and Pf apPOL inh -3.
CN(C)CCCNC(=O)c1cc2c(n(-c3ccc(Cl)c(Cl)c3)c1=O)CC(C)(C)CC2=O was read as mHTT CaM bind 5 and Pf apPOL inh 4.
For C=CCOc1ccc(C(O)=C2C(=O)C(=O)N(CCN(C)C)C2c2cc(Br)c(O)c(OC)c2)cc1 (stereo not drawn) the results were mHTT CaM bind 15 and Pf apPOL inh -7.
`CN(C1CCN2CCc3ccccc3C2C1)S(C)(=O)=O` (stereo not drawn) gave Pf apPOL inh -8.
`CCc1ccc(N2C(=O)NC(=O)/C(=C\c3ccc(OCC(=O)O)c(OC)c3)C2=O)cc1` gave mHTT CaM bind 6 and Pf apPOL inh -5.
Screening Cc1cccc(-n2nc(C)c3sc(N4CCCN(C(=O)c5ccsc5)CC4)nc32)c1 returned mHTT CaM bind 24 and Pf apPOL inh 5.
Screening Cc1cc(Br)ccc1N1CCC(C(=O)NCC(C)C)C1=O (stereo not drawn) returned mHTT CaM bind -3 and Pf apPOL inh 2.
COCC(=O)N1CCCC(c2ccnc(-c3ccc(OC)cc3)n2)C1 (stereo not drawn) was read as mHTT CaM bind 7 and Pf apPOL inh -2.
`CCOC(=O)c1sc2nc3n(c(=O)c2c1C)CCC3` gave mHTT CaM bind -8.
O=C(O)c1ccccc1C(=O)c1ccc(Cl)c(Cl)c1 was read as mHTT CaM bind 1 and Pf apPOL inh 1.
Screening Cc1ccc(-c2nc3ccccc3s2)cc1NC(=O)c1cccc([N+](=O)[O-])c1 returned mHTT CaM bind 4 and Pf apPOL inh -4.
For Cc1ccc(C(=O)N2CCN(S(=O)(=O)c3ccccc3)C2)cc1 the results were mHTT CaM bind -5 and Pf apPOL inh 16.
Screening CC(C)Cc1ccc(S(=O)(=O)N2CCC3(CC2)NCCN=C3NC2CCCC2)cc1 returned mHTT CaM bind 5 and Pf apPOL inh -5.
For CCCC1c2cccn2CCN1C(=O)Nc1ccccc1F (stereo not drawn) the results were mHTT CaM bind 7 and Pf apPOL inh -4.
For COc1ccc(C2CC(c3ccccc3O)=NC3(CCN(C(C)=O)CC3)N2)cc1OC (stereo not drawn) the results were mHTT CaM bind 51* and Pf apPOL inh -3.
Screening Cc1ncc(CO)c2cc(-c3nnc(Nc4cccc(C(F)(F)F)c4)s3)c(=O)oc12 returned mHTT CaM bind 1 and Pf apPOL inh -4.
For Cc1nc(Cl)c(C(=O)NCc2ccccc2)c(C)c1Cl the results were mHTT CaM bind -4 and Pf apPOL inh -2.
Screening CCCn1ncc(N2CCC(C(=O)NC(C)c3cccs3)CC2)cc1=O (stereo not drawn) returned mHTT CaM bind 8 and Pf apPOL inh -2.
CC1CN(/C(=N\O)c2nonc2N)CC(C)N1/C(=N/O)c1nonc1N (stereo not drawn) was read as mHTT CaM bind inactive and Pf apPOL inh 0.
For C=CCc1cc(/C=C2\Sc3ccccc3C2=O)cc(OCC)c1O the results were mHTT CaM bind 6 and Pf apPOL inh 6.
CC(C)NC(=O)C(=O)Nc1cccc(Cl)c1Cl was read as mHTT CaM bind -14 and Pf apPOL inh -5.
Cc1sc2c(=O)n(C(C)C)cnc2c1C(=O)Nc1ccccc1F was read as mHTT CaM bind 4 and Pf apPOL inh 1.

An excerpt from above in order of count of non-hydrogen atoms, falling:
Screening CC(C)Cc1ccc(S(=O)(=O)N2CCC3(CC2)NCCN=C3NC2CCCC2)cc1 returned mHTT CaM bind 5 and Pf apPOL inh -5.
Cc1sc2c(=O)n(C(C)C)cnc2c1C(=O)Nc1ccccc1F was read as mHTT CaM bind 4 and Pf apPOL inh 1.
CC(C)NC(=O)C(=O)Nc1cccc(Cl)c1Cl was read as mHTT CaM bind -14 and Pf apPOL inh -5.

Later entries
`CCOc1ccc(-c2[nH]nc3c2C(c2ccccc2F)C(C#N)=C(N)O3)c(OCC)c1` (stereo not drawn) gave mHTT CaM bind 51* and Pf apPOL inh 1.
COc1cccc(C2C3=C(CC(C)(C)CC3=O)OC3=C2C(=O)CC(C)(C)C3)c1OC was read as mHTT CaM bind 1 and Pf apPOL inh 3.
Screening COc1cc(C(=O)N/C(=C/c2ccc3c(c2)OCO3)C(=O)O)cc(OC)c1OC returned mHTT CaM bind -1 and Pf apPOL inh 0.
Screening Cc1nc2ccccc2c(=O)n1Cc1cccnc1 returned mHTT CaM bind 0 and Pf apPOL inh -3.
For Cc1c(Cl)c(C)c([N+](=O)[O-])c(O)c1C=Nc1cccc(O)c1 the results were mHTT CaM bind 76* and Pf apPOL inh 1.
COc1ccccc1C(=O)N1CCC(COc2ccccc2C(=O)NC2CC2)CC1 was read as mHTT CaM bind 5 and Pf apPOL inh 28.
`CCOC(=O)c1nc2sc3c(c2c(=O)[nH]1)CCCC3` gave Pf apPOL inh -4.
`COc1ccc([N+](=O)[O-])cc1NC(=O)c1ccccc1NS(=O)(=O)c1ccc(C)cc1` gave mHTT CaM bind -18 and Pf apPOL inh 1.
Screening N/C(=N\OCC(=O)Nc1ccc([N+](=O)[O-])cc1)c1nonc1N returned mHTT CaM bind inactive and Pf apPOL inh 4.
Screening CNC(=O)C1CCCN1C(=O)Nc1cccc(C)c1 (stereo not drawn) returned mHTT CaM bind 2 and Pf apPOL inh -2.
COc1ccc(S(=O)(=O)N(CC(=O)Nc2ccccc2Cl)c2ccc(C)cc2)cc1OC was read as mHTT CaM bind 2 and Pf apPOL inh -5.
`O=C(Nc1ccc(F)cc1)N1CCC(n2c(-c3ccco3)nc3cccnc32)C1` (stereo not drawn) gave mHTT CaM bind 2 and Pf apPOL inh 1.

Compounds from the list above containing bromine (two):
For C=CCOc1ccc(C(O)=C2C(=O)C(=O)N(CCN(C)C)C2c2cc(Br)c(O)c(OC)c2)cc1 (stereo not drawn) the results were mHTT CaM bind 15 and Pf apPOL inh -7.
Screening Cc1cc(Br)ccc1N1CCC(C(=O)NCC(C)C)C1=O (stereo not drawn) returned mHTT CaM bind -3 and Pf apPOL inh 2.

The results go on:
Screening N#Cc1c(N2C(=O)CC(Sc3ncccc3C(=O)O)C2=O)sc2c1CCCC2 (stereo not drawn) returned mHTT CaM bind 8 and Pf apPOL inh -6.
Screening Nc1c(C(=O)NCc2ccc(Cl)cc2)nnn1-c1cccc(C(F)(F)F)c1 returned mHTT CaM bind -1 and Pf apPOL inh -4.
`COc1cccc(/C=c2\sc3nc(=O)c(C)nn3c2=O)c1` gave mHTT CaM bind -3 and Pf apPOL inh 1.
For CC(C)CN1CCC(=O)N([C@H](CO)c2ccccc2)CC1 the results were mHTT CaM bind -1 and Pf apPOL inh 0.
For Cc1ccc(C(=O)Nc2cnc(N3CCCC3)nc2)cc1 the results were mHTT CaM bind -8 and Pf apPOL inh -4.
For CCOc1ccc(-n2c(SCC(=O)NCC3CCCO3)nc3c(c2=O)SCC3)cc1 (stereo not drawn) the results were mHTT CaM bind -7 and Pf apPOL inh 1.
For COc1ccc(C2C(C#N)=C(N)OC(C)=C2C(=O)OC(C)(C)C)cc1OC (stereo not drawn) the results were mHTT CaM bind 17 and Pf apPOL inh -2.
CC1CCN(Cc2cc(=O)oc3cc4c(cc23)OCO4)CC1 was read as mHTT CaM bind -7 and Pf apPOL inh 3.
C/C(Cl)=C\CN1C(=O)C(=O)c2cc(C)ccc21 was read as mHTT CaM bind 16 and Pf apPOL inh 6.
O=C(NCc1ccc2c(c1)OCO2)C(Cl)Cl was read as mHTT CaM bind 3 and Pf apPOL inh 8.
COc1cccc(C(=O)Nc2cccc(-c3nc4cc(C)ccc4o3)c2C)c1 was read as mHTT CaM bind -2 and Pf apPOL inh -46.
For c1ccc2oc(-c3csc(-c4ccc(-c5ccon5)s4)n3)cc2c1 the results were Pf apPOL inh -22.
`CCc1ccc(N(CC(=O)Nc2cccc(SC)c2)S(C)(=O)=O)cc1` gave mHTT CaM bind 2 and Pf apPOL inh 2.
CCOc1ccc(OCC)c(-n2cc(-c3ccc(OCC)c(Cl)c3)[nH]c2=O)c1 was read as mHTT CaM bind 22 and Pf apPOL inh 2.
`Cc1ccc(NC(=O)N2CC=C(c3cn(C(C)C)c4ncccc34)CC2)cc1` gave mHTT CaM bind 26 and Pf apPOL inh -6.
Screening CCCCCCN1C[C@@H](O)[C@H](n2cc(C3CC3)nn2)C[C@@H]1c1ccc(Cl)cc1 returned mHTT CaM bind -4 and Pf apPOL inh -8.
Cc1cc(C)c(C(=O)C2CCNCC2)c(C)c1 was read as Pf apPOL inh -8&-1.
For Cc1c(Cl)cccc1N=C1C(=O)Nc2ccccc21 the results were mHTT CaM bind 4 and Pf apPOL inh 2.
`O=C1S/C(=C\c2c(NCC3CCCO3)nc3ccccn3c2=O)C(=O)N1Cc1ccccc1` (stereo not drawn) gave mHTT CaM bind 4 and Pf apPOL inh -14.
`CCOc1cc(C2C(C#N)=C(N)Oc3n[nH]c(-c4ccc5c(c4)OCO5)c32)ccc1O` (stereo not drawn) gave mHTT CaM bind 22 and Pf apPOL inh 5.
Screening C=CCN1C2=NC(=O)CN2c2ccccc21 returned mHTT CaM bind -4 and Pf apPOL inh 2.
`Cc1ccc(CNC(=O)c2cc3n(n2)CCCN(Cc2ccccc2)C3=O)o1` gave mHTT CaM bind 0 and Pf apPOL inh 2.
COCCN1C(=O)c2ccccc2C(C(=O)NC2CCCCCC2)C1c1ccc(F)cc1 (stereo not drawn) was read as mHTT CaM bind 2 and Pf apPOL inh 1.
`Cc1cc(C(F)(F)F)nn1C(=O)c1cccnc1Cl` gave mHTT CaM bind -3 and Pf apPOL inh 13.

Nothing new here: 2 of the compounds above.
`CCc1ccc(N(CC(=O)Nc2cccc(SC)c2)S(C)(=O)=O)cc1` gave mHTT CaM bind 2 and Pf apPOL inh 2.
CCOc1ccc(OCC)c(-n2cc(-c3ccc(OCC)c(Cl)c3)[nH]c2=O)c1 was read as mHTT CaM bind 22 and Pf apPOL inh 2.

(list continues)
For COc1ccc(OC)c(S(=O)(=O)NC(=NCC(C)C)SC)c1 the results were Pf apPOL inh -1&15.
`O=C(C1CCCO1)N1CCN(c2ccc(Nc3cccnc3)nn2)CC1` (stereo not drawn) gave mHTT CaM bind -3 and Pf apPOL inh 2.
For CC(C)C(=O)Nc1ccc(N2CCCCC2)c(Cl)c1 the results were mHTT CaM bind -6 and Pf apPOL inh -3.
For COc1ccc(CCS(=O)(=O)NCC(O)c2ccc(C(F)(F)F)cc2)cc1 (stereo not drawn) the results were mHTT CaM bind 5 and Pf apPOL inh -10.
Screening O=C(Cn1nc(-c2ccco2)ccc1=O)N1CCN(c2ncccn2)CC1 returned mHTT CaM bind 1 and Pf apPOL inh -3.
Screening C=CCNC(=O)C1Cc2ccccc2N2CCN(c3cc(Cl)ccc3OC)CC12 (stereo not drawn) returned mHTT CaM bind 55* and Pf apPOL inh 1.
COc1ccc(OCc2noc(CNC(=O)Nc3cc(OC)c(OC)c(OC)c3)n2)cc1 was read as mHTT CaM bind 14 and Pf apPOL inh -5.
Screening COc1ccc(NC(=O)C2CC(=O)N(CCc3c[nH]c4ccc(Cl)cc34)C2)c(OC)c1 (stereo not drawn) returned mHTT CaM bind 77* and Pf apPOL inh -3.
`CSCC[C@@H]1NC(=O)[C@@H]2CSCCS(=O)(=O)N2C1=O` gave mHTT CaM bind -4 and Pf apPOL inh -6.
For COc1ccc(CNC(=O)Nc2nc3c(F)cc(F)cc3s2)cc1 the results were mHTT CaM bind -14 and Pf apPOL inh 1.
`O=C1OC(c2cccc(Cl)c2)=N/C1=C\c1ccccc1Cl` gave mHTT CaM bind 0 and Pf apPOL inh -7.
Cc1ccc(NS(=O)(=O)c2cn(C)c3ncccc23)cc1 was read as mHTT CaM bind 67* and Pf apPOL inh 80*.
Screening Cc1c(-c2ccccc2)nc2c3ccccc3ccn12 returned mHTT CaM bind -14 and Pf apPOL inh 9.
For CCOC(=O)C(NC(C)=O)(NS(=O)(=O)c1ccccc1)C(F)(F)F (stereo not drawn) the results were Pf apPOL inh -11.
For CS(=O)(=O)N(CC(=O)Nc1cccc([N+](=O)[O-])c1)c1cc(Cl)cc(Cl)c1 the results were mHTT CaM bind 19 and Pf apPOL inh 1.
For O=C(c1cccc(F)c1)N1CCCC(c2ccnc(Nc3ccccc3)n2)C1 (stereo not drawn) the results were mHTT CaM bind 18 and Pf apPOL inh 0.
CC(=O)[C@@]12OC1CC1C3CCC4=CC(=O)CCC4(C)C3CCC12C (stereo partly drawn) was read as mHTT CaM bind -8.
`C=CCOc1ccc(C(=O)NC(C)C2COc3ccccc3O2)cc1` (stereo not drawn) gave mHTT CaM bind -19 and Pf apPOL inh 4.
Screening COc1cc(NC(=O)c2ccc(F)cc2)nc(OC)n1 returned mHTT CaM bind -6 and Pf apPOL inh -4.
CCC(C)NC(=O)C1(C)CCC(=O)N1CCc1ccccc1 (stereo not drawn) was read as mHTT CaM bind -4 and Pf apPOL inh 4.
For COc1cc(C=C2C(=O)N(C)C(=O)N(C)C2=O)cc([N+](=O)[O-])c1O the results were mHTT CaM bind 7 and Pf apPOL inh -5.
For COc1nn(C)cc1C(=O)N1CCN(CC(=O)c2cccs2)CC1 the results were mHTT CaM bind -6 and Pf apPOL inh -7.
Screening Cc1nn(C)c(-c2nnc(NCC(C)C)s2)c1Cl returned mHTT CaM bind -4 and Pf apPOL inh 29.
